# Compound activity as filed in PubChem.
# SW480 rereplic = inducers of DNA re-replication in SW480 colon cancer cells. SW480 DNA re-replication, Hoechst DNA content imaging, 48 h. Potency, µM (highest dose often 46.1 µM), without a hit: at the highest dose re-replication activation, most hits filed as activators. 340,000 tested, 1.8% active. AID 624297; also: potency is read from the fitted curve at half-maximal effect; % of control where 0% means no effect; nearly all actives have a fitted effect of over 55% in size
#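 Quantitative HTS format with DMSO vehicle controls; 48 hr drug incubation at 37 C, then 40 min Hoechst staining and scanning imager measurement at 405 nm excitation.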
# ATXN2 expr inh = ATXN2 expression inhibition; HEK-293 ATXN2-luciferase reporter, luminescence, 24 h; AID 1745845; Potency, µM (highest dose often 57 µM), for inactives: at the highest dose activity change, negative = inhibition, most hits filed as inhibitors; 360,000 tested, 0.72% active; also: potency is read from the fitted curve at half-maximal effect; % is scaled to controls: 0 for no effect and ±100 for the full control effect; nearly all actives have a fitted effect of over 55% in size
#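 qHTS (up to 57 uM final) was run with 24 h compound exposure of reporter cells at 37 °C. Each well was multiplexed: SteadyGlo luminescence measured ATXN2-luciferase expression after a fluorogenic Gly-Phe-AFC viability readout (25 uM final).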
# MCF10A rereplic = induces DNA re-replication in MCF 10a normal breast cells | 350,000 tested, 2.9% active | MCF 10A DNA re-replication, Hoechst nuclear intensity, 48 h | AID 624296 | Potency, µM (series often up to 46.1 µM), inactives show top-dose activity, positive = re-replication, usual class: activators; also: potency is read from the fitted curve at half-maximal effect; % of control where 0% means no effect; nearly all actives have a fitted effect of over 50% in size
# WRN inhibitor = blocks human WRN helicase | AID 651768 | Potency, µM (top dose mostly 114 µM), for inactives: at the top dose activity change, negative = inhibition, actives largely listed as inhibitors | Q14191 | WRN helicase unwinding, fluorescent forked duplex, kinetic | 360,000 tested, 0.46% active; also: potency is read from the fitted curve at half-maximal effect; % is scaled to controls: 0 for no effect and ±100 for the full control effect; nearly all actives have a fitted effect of over 55% in size
# Target sequence (Q14191 whole entry, looked up): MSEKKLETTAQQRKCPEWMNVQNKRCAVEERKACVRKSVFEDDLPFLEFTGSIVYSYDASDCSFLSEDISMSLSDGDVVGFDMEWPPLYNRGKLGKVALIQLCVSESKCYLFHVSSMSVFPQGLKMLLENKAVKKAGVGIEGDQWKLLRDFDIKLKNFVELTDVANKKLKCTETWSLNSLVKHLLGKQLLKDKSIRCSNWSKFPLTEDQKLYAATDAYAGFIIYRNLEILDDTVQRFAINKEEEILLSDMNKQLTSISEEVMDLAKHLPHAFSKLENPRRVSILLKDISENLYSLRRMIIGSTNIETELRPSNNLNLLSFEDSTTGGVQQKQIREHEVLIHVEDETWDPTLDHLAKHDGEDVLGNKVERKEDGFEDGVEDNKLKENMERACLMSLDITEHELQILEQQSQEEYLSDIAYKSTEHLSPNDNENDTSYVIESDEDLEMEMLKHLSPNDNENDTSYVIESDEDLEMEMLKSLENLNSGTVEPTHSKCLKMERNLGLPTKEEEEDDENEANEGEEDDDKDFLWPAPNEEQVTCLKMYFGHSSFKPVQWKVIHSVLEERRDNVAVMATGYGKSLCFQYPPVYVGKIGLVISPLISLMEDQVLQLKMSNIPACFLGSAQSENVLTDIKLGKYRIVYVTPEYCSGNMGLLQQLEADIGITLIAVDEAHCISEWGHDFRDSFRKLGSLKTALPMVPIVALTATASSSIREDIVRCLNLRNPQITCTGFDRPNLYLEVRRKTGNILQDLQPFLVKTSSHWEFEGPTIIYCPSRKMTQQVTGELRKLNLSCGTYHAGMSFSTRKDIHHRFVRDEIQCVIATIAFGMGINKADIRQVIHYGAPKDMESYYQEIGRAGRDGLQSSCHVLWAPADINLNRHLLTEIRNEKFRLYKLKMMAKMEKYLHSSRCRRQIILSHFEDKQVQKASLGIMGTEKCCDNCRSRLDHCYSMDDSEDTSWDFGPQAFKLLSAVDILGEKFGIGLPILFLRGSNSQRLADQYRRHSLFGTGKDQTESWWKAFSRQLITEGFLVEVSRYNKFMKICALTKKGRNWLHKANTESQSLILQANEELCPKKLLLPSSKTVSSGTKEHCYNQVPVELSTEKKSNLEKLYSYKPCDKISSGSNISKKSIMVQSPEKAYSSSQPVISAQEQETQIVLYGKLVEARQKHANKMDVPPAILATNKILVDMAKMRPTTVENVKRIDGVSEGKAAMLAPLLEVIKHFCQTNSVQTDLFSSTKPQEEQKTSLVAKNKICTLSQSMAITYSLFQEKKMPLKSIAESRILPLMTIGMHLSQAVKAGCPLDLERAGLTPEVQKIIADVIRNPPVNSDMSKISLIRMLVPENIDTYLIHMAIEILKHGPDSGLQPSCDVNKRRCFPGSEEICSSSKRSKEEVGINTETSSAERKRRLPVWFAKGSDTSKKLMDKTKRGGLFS
#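 Enzyme (20 nM final) and test compound sit together 15 min at room temperature before substrate addition. Substrate is a single-forked duplex oligonucleotide (100 nM) labelled with fluorophore and quencher, with 2 mM ATP; helicase unwinding raises red fluorescence, read kinetically.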
# KB-V1 MDR tox = kills drug-selected multidrug resistant KB-V1 cells | AID 1347076 | 400,000 tested, 3.4% active | Potency, µM (highest dose often 46.1 µM), for inactives: at the highest dose activity change, negative = cytotoxicity, most hits filed as cytotoxic | KB-V1 MDR cells viability, CellTiter-Glo, 72 h; also: potency is read from the fitted curve at half-maximal effect; % is scaled to controls: 0 for no effect and ±100 for the full control effect; nearly all actives have a fitted effect of over 60% in size
#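 Cells of the MDR subline KB-V1 are plated, dosed with compound at multiple concentrations, and incubated 72 h at 37 degrees C; CellTiter-Glo is then added and luminescence read after 10 min.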
# HT1080 IDH1KD tx = HT-1080 IDH1 knockdown cell toxicity (counter line); 360,000 tested, 2% active; HT-1080 IDH1 knockdown viability, ATP luminescence, 48 h; Potency, µM (top dose mostly 46.1 µM), for inactives: top-dose activity, negative = toxicity, actives largely listed as cytotoxic; AID 686971;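 also: potency is read from the fitted curve at half-maximal effect; 0% = DMSO wells and -100% = cell-free medium wells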
#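 HT-1080-IDH1KD cells (IDH1 knocked down), 750/well in RPMI with 5% FBS, treated with compound 48 h at 37 degrees C. Viability by CellTiter-Glo luminescence, normalised to DMSO and no-cell wells; concentration-response curves classed.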
# KB-3-1 tox = KB-3-1 parental cell cytotoxicity. Potency, µM (top dose mostly 46.1 µM), for inactives: at the highest dose activity change, negative = cytotoxic, actives largely listed as cytotoxic. 400,000 tested, 1.4% active. KB-3-1 viability, CellTiter-Glo ATP luminescence, 72 h. AID 1347075; also: potency is read from the fitted curve at half-maximal effect; % is scaled to controls: 0 for no effect and ±100 for the full control effect; nearly all actives have a fitted effect of over 60% in size
#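 Luminescent ATP read-out (CellTiter-Glo) measures survival of drug-naive KB-3-1 cells after 72 h compound exposure at 37 °C. Titration series was screened from lowest to highest concentration, with DMSO vehicle plates as background controls.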
# HT1080-NT tox = kills 2HG-producing HT-1080-NT fibrosarcoma cells. HT-1080-NT fibrosarcoma viability, CellTiter-Glo ATP luminescence, 48 h. Potency, µM (doses to about 46.1 µM), for inactives: at the top dose activity, negative = less viability, actives largely listed as cytotoxic. AID 686970. 360,000 tested, 1.6% active;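 also: NT is the 2HG producing partner of a matched IDH1 knockdown line; potency is read from the fitted curve at half-maximal effect; 0% = DMSO-treated cells and -100% = media-only wells without cells; nearly all actives have a fitted effect of over 55% in size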
#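 750 cells/well, RPMI + 5% FBS; 2 h settle, compound pin-transfer, 48 h at 37 degrees C. CellTiter-Glo 10 min RT, luminescence. Normalized to DMSO and media-only wells.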
# IL-1B inflam inh = blocks inflammasome-driven IL-1 beta release; THP-1 LPS/ATP IL-1B secretion, AlphaLISA, 16 h; active compounds read low; activity change, % at 57.5 µM; 360,000 tested, 4.7% active; AID 743279; in the data active = activity change below about -50%; inconclusive = mostly about -30% to -49%; also: % is scaled to controls: 0 for no effect and ±100 for the full control effect
#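 THP-1 cells pretreated 1 hr with compounds (up to 57.5 uM final), then stimulated with LPS (250 ng/mL final) plus ATP (1.25 mM final); secreted IL-1B measured by AlphaLISA after 16 hr, decreased signal indicating inhibition.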
# Numbers without * were called inactive; i = inactive; ? = inconclusive; . = no result given; [ ] = dose if it differs, or a comment. Unless noted, calls follow the shape of the dose curve; as a rule, active = well fitted curve in the direction sought with a large enough effect; inconclusive = small, poorly fitted or top-dose-only effect, or another doubt; inactive = no such curve, though single readings can be large; an effect the other way counts as inactive or inconclusive. Compounds were not picked by outcome. About 12% of those tested had a hit in this group.
Compound,SW480 rereplic,ATXN2 expr inh,MCF10A rereplic,WRN inhibitor,KB-V1 MDR tox,HT1080 IDH1KD tx,KB-3-1 tox,HT1080-NT tox,IL-1B inflam inh
FC(F)(F)c1cc(CCN2CCNC[C@@H]2Cc2ccccc2)cc(C(F)(F)F)c1,0%,?,?,-3%,-16%,3%,-21%,-9%,-13
COc1ccc(N(C)S(=O)(=O)c2cccc(C(=O)OCC(=O)NCc3ccccc3OC)c2)cc1,-9%,-8%,-8%,-11%,7%,-12%,-8%,-4%,9
O=C(CSc1nc2ccccc2c(=O)n1-c1ccccc1)NCC1CCCO1 (configuration not stated),-9%,-31%,0%,0%,0%,17%,18%,22%,-7
Cc1c(/C=C2\NC(=O)NC2=O)c2ccccc2n1C,0%[9.22 µM],6%,-4%,-11%,9%,-13%,-3%,-15%,27
Cc1cc(N2CCCCC2)nc2ccc(NC(=O)CCC(=O)NCCC(C)C)cc12,?,57%[activator],?,3%,?,0%,-10%,-1%,1
COc1ccc(OC)c(C2NC(=O)N(C)C(C)=C2C(=O)OCc2ccccc2)c1 (configuration not stated),10%,-10%,16%,1%,4%,-5%,-23%,-14%,?
O=C1CC(C(=O)O)C2(CCCC2)O1 (configuration not stated),-13%,5%,-2%,0%,-2%,14%,-12%,12%,7
Cc1ccc(C(=O)N/C(=C/c2ccc(-c3cccc([N+](=O)[O-])c3)o2)C(=O)NCCCN(C)C)cc1,?,-13%,22%,11%,-2%,15µM*,23%,15µM*,-105*
CCOC(=O)c1c(C2COc3ccccc3O2)csc1NC(=O)c1ccccc1 (configuration not stated),1%,-14%,?,-5%,?,7%,-5%,8%,-3
CC1=C(c2ccccc2)CCC1=O,1%,12%,-4%,5%,?,5%,3%,10%,23
CCCn1c(N)c(C(=O)CSc2nnc(Cc3cccs3)n2C2CC2)c(=O)[nH]c1=O,.,.,.,4%,4%,9%,26%,19%,-4
O=C(O)CCNS(=O)(=O)c1ccccc1C(F)(F)F,0%,-7%,-1%,3%,-1%,?,0%,24%,20

# Additional structures follow:
Compound,SW480 rereplic,ATXN2 expr inh,MCF10A rereplic,WRN inhibitor,KB-V1 MDR tox,HT1080 IDH1KD tx,KB-3-1 tox,HT1080-NT tox,IL-1B inflam inh
Cc1ccc(Cl)cc1NC(=O)CN1C(=O)COc2ccc(S(=O)(=O)N3CCOCC3)cc21,8%,-10%,0%,-3%[57.1 µM],-18%,-30%,-1%,-11%,4
CCC(C)NC(=O)c1ccc2nc(Cc3ccc(OC)cc3)oc2c1 (configuration not stated),-1%,22%,-2%,6%,-23%,-3%,-3%,3%,-1
CC1(CCc2ccccc2)NC(=O)N(CC(=O)Nc2ccccc2)C1=O (configuration not stated),-1%,26%,-2%,8%,-10%,-1%,6%,25%,-12
Cc1ccc(-c2c[n+](CC(=O)c3ccc(Br)cc3)c3n2CCCCC3)cc1,0%,?,-2%,-3%,8%,?,?,21µM*,-95*
O=C1Nc2ccccc2OC1CC(=O)N1CCOCC1 (configuration not stated),-4%,1%,-6%,5%,-16%,5%,-1%,21%,12
O=C(NCc1cccs1)C1CCC(CNS(=O)(=O)c2cccs2)CC1 (configuration not stated),-2%,3%,0%,3%,-8%,2%,3%,-2%,-9
COc1ccc(C(=O)NCc2nnc(SCC(=O)Nc3ccccc3OC)o2)cc1,-15%,2%,-4%,0%,?,0%,24%,0%,-1
Cc1nn(-c2ccccc2)c2c1C(O)CC(C)(C)C2 (configuration not stated),-10%,-8%,-1%,-4%,?,-3%,3%,-2%,-22
CC(=O)NC12CC3CC(C1)CC(C(=O)N1CCN(S(=O)(=O)c4ccc(Cl)s4)CC1)(C3)C2,1%,0%,-7%,-9%,?,-15%,0%,-5%,i
Cc1ccc(/C(O)=C/c2nc3cc(C)ccc3oc2=O)cc1,18%,6%,-22%,6%,8%,9%,6%,5%,.
CCn1nnnc1SCC(=O)Nc1nc2ccc(OC)cc2s1,0%,0%,16%,4%,-6%,7%,9%,12%,12
C#CCn1c(-c2ccccc2)ccc(C#N)c1=O,8%,-7%,-2%,-4%,-11%,-3%,2%,-4%,-11

# (further entries)
Compound,SW480 rereplic,ATXN2 expr inh,MCF10A rereplic,WRN inhibitor,KB-V1 MDR tox,HT1080 IDH1KD tx,KB-3-1 tox,HT1080-NT tox,IL-1B inflam inh
COC1OC2COC(c3ccccc3)OC2C(OC(=O)c2ccccc2)C1OC(=O)c1ccccc1 (configuration not stated),4%,-9%,0%,-1%,-24%,1%,-4%,19%,-16
CCOc1ccc(NC(=O)C2CC(=O)N3CCCN=C3S2)cc1 (configuration not stated),2%,-3%,-1%,0%,-6%,-2%,-1%,-5%,-17
Cc1cc(C)c(-c2nc3ccccc3s2)[nH]1,8%,62%[activator],22%,-15%,8%,-5%,-1%,-5%,36
CCNc1nnc(-c2ccccc2OC)s1,3%,32%,-6%,-10%,0%,18%,-3%,2%,0
O=C(Cc1ccc(Br)cc1)N1CCCC1,-3%,8%,10%,-19%,0%,-1%,-21%,8%,6
CC(=O)Nc1ccc(NC(=O)c2ccc(OCc3c(C)noc3C)cc2)cc1,7%,4%,0%,6%,4%,21%,4%,2%,7
C1CNCCOCCNCCN1,-3%,-10%,-5%,-5%,16%,9%,-7%,5%,1
CC1=CC(C)C(C(=O)O)C(C(=O)N2CCN(C)CC2)C1 (configuration not stated),-26%,-19%,2%,-1%,5%,7%,0%,4%,10
C/C(=C/c1ccccc1)C(=O)N1CCN(c2ccccc2F)CC1,-7%,6%,-12%,9%,-8%,-21%,-1%,1%,25
CCCc1c(-c2cccc(F)c2)ncn1Cc1ccccc1OC,.,-31%,.,-8%,?,?,-13%,?,19
COC(=O)c1cc(=O)cc(C(=O)OC)o1,-4%,-8%,7%,3%,-2%,15%,-16%,13%,-2
Cc1cccc(C)c1NC(=O)CSc1nc2[nH]c(=O)cc(O)c2s1,-10%,-3%,9%,-4%,1%,9%,1%,-8%,2

# Structural class: those above containing a Cl atom.
Compound,SW480 rereplic,ATXN2 expr inh,MCF10A rereplic,WRN inhibitor,KB-V1 MDR tox,HT1080 IDH1KD tx,KB-3-1 tox,HT1080-NT tox,IL-1B inflam inh
Cc1ccc(Cl)cc1NC(=O)CN1C(=O)COc2ccc(S(=O)(=O)N3CCOCC3)cc21,8%,-10%,0%,-3%[57.1 µM],-18%,-30%,-1%,-11%,4
CC(=O)NC12CC3CC(C1)CC(C(=O)N1CCN(S(=O)(=O)c4ccc(Cl)s4)CC1)(C3)C2,1%,0%,-7%,-9%,?,-15%,0%,-5%,i

# The results go on:
Compound,SW480 rereplic,ATXN2 expr inh,MCF10A rereplic,WRN inhibitor,KB-V1 MDR tox,HT1080 IDH1KD tx,KB-3-1 tox,HT1080-NT tox,IL-1B inflam inh
COc1cccc(CNc2nc(NC(C)C)nc3ccsc23)c1OC,.,-32%,.,-3%,-25%,-19%,-5%,15µM*,-81*
CCOC(=O)C1=C(C)NC(=O)NC1c1ccc(N(CC)CC)cc1 (configuration not stated),-4%,-14%,0%,-7%,5%,3%,4%,2%,-15
CCc1ccc(CN(C)C(=O)C2CCC(=O)N(CCc3ccc(OC)cc3)C2)nc1 (configuration not stated),18%,9%,5%,0%,2%,-5%,-1%,15%,36
CCOC(=O)c1c(Nc2ccccc2OCCOC)n[nH]c1C,-5%,-6%,1%,-5%,1%,10%,30%,14%,?
Cc1cccc(OC(C)C(=O)OCC(=O)Nc2sccc2C(N)=O)c1 (configuration not stated),-6%,2%,0%,-7%,2%,6%,6%,5%,12
CCCCN(C(=S)Nc1ccc(F)cc1)c1c(N)n(CCC)c(=O)[nH]c1=O,1%,-23%,-4%,5%,-1%,16%,3%,24%,-6
COc1ccc(CCC(C)NC2CCCCCCC2)cc1 (configuration not stated),?,2%,?,-3%,?,?,-25%,?,-73*

# Already shown: an excerpt of the list.
Compound,SW480 rereplic,ATXN2 expr inh,MCF10A rereplic,WRN inhibitor,KB-V1 MDR tox,HT1080 IDH1KD tx,KB-3-1 tox,HT1080-NT tox,IL-1B inflam inh
CCOC(=O)C1=C(C)NC(=O)NC1c1ccc(N(CC)CC)cc1 (configuration not stated),-4%,-14%,0%,-7%,5%,3%,4%,2%,-15
CCc1ccc(CN(C)C(=O)C2CCC(=O)N(CCc3ccc(OC)cc3)C2)nc1 (configuration not stated),18%,9%,5%,0%,2%,-5%,-1%,15%,36
CCOC(=O)c1c(Nc2ccccc2OCCOC)n[nH]c1C,-5%,-6%,1%,-5%,1%,10%,30%,14%,?
Cc1cccc(OC(C)C(=O)OCC(=O)Nc2sccc2C(N)=O)c1 (configuration not stated),-6%,2%,0%,-7%,2%,6%,6%,5%,12
CCCCN(C(=S)Nc1ccc(F)cc1)c1c(N)n(CCC)c(=O)[nH]c1=O,1%,-23%,-4%,5%,-1%,16%,3%,24%,-6
COc1ccc(CCC(C)NC2CCCCCCC2)cc1 (configuration not stated),?,2%,?,-3%,?,?,-25%,?,-73*

# Two entries drawn at random from the list so far:
Compound,SW480 rereplic,ATXN2 expr inh,MCF10A rereplic,WRN inhibitor,KB-V1 MDR tox,HT1080 IDH1KD tx,KB-3-1 tox,HT1080-NT tox,IL-1B inflam inh
CCOC(=O)c1c(Nc2ccccc2OCCOC)n[nH]c1C,-5%,-6%,1%,-5%,1%,10%,30%,14%,?
Cc1cccc(OC(C)C(=O)OCC(=O)Nc2sccc2C(N)=O)c1 (configuration not stated),-6%,2%,0%,-7%,2%,6%,6%,5%,12
